# phage Ecoli inh: E. coli growth loss with phage present | growth absorbance | inhibition, % at 11.9 µM | 0.26% of 360,000 active | AID 651602; in the data active means inhibition above about 11%
# Mot1-301 SUMO: inhibitors of SUMOylation pathway: yeast Mot1-301 growth rescue; S. cerevisiae Mot1-301 growth rescue, ATP luminescence, 38.5C; percent above DMSO median, 100 means doubled; growth rescue, % at 18.8 µM; 1% of 320,000 active;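 active means every valid replicate shows activation above 250% relative to neutral control wells; inactive means the rest, any valid replicate at or below 250%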;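 further: OY570 slx delta 5 strain wells were the positive control but not used for scaling; some compounds called inactive have numbers as strong as hits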
# OPRM1-OPRD1 ag: OPRM1-OPRD1 heterodimerization agonism; P35372+P41143; cells, luminescence; activation, % at 9.3 µM; 0.3% of 340,000 active; AID 504326; in the data active means activation above about 18%;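 further: 0% = vehicle-treated cells and 100% = reference agonist; values of inactives mirror those of a sister screen read the other way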
# OPRM1-OPRD1 inv: inverse agonist of human OPRM1-OPRD1 heterodimerization. P35372+P41143. cell-based MOR-DOR heterodimer luminescence, inverse agonism. inhibition, % at 9.3 µM. 0.21% of 340,000 active. AID 504357; in the data active means inhibition above about 22%, passing the limit was not always enough;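 further: 0% = cells with DMSO and 100% = wells without cells with DMSO; values of inactives mirror those of a sister screen read the other way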
# Tat export inh: E. coli Tat transport inhibition. E. coli MC4100 TorA-mCherry Tat export, fluorescence. inhibition, % at 10 µM. 0.036% of 340,000 active. AID 488895;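 active means mean replicate inhibition at least 50% and at least half of replicates individually reaching 50%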;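 further: exported cargo escapes ClpAP degradation while cytoplasmic cargo is degraded and loses fluorescence; 0% = median of neutral control wells and 100% = median of NaSCN control wells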
# PfHsp90 set2: reduces growth (ATP signal) of yeast expressing P. falciparum Hsp90. AID 504621. inhibition, % at 9.4 µM. S. cerevisiae expressing PfHsp90, BacTiter-Glo ATP, 48 h; yeast lacking PDR1 and PDR3 efflux regulators. 0.32% of 310,000 active;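 active means every replicate shows inhibition above about 80%, whatever the replicate mean, limit read from the data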;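 further: 0% = DMSO neutral controls and 100% = 20 µM radicicol positive controls; yeast relying on Plasmodium falciparum Hsp90 in place of its own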
# E coli growth: bacterial growth inhibition, counter-screen for AddAB inhibitors; E. coli V3065 growth, OD600 absorbance, 18 h; inhibition, % at 11.9 µM; 0.27% of 330,000 active; AID 449728;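 active means inhibition above the campaign's mean inhibition across all tested compounds plus 3 SD, cut at about 9.9% in these data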;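 further: uninfected addAB+ strain grown without phage in ampicillin broth; 0% = DMSO wells and 100% = ciprofloxacin 0.95 µg/ml wells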
# Pemphigus Ab inh: blocks pemphigus antibody binding to human desmoglein-3; DSG3-coupled beads, scFv-anti-DSG3-GFP binding, flow cytometry; stronger effect = lower value; binding (percent of control), % at 10 µM; 0.48% of 310,000 active; AID 588358;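 active means binding more than 3 SD below its plate's average and above zero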;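 further: hits lower antibody fragment binding to DSG3; some compounds called inactive have numbers as strong as hits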
# Target sequence (P32926 whole entry, looked up, the tested form may be a part): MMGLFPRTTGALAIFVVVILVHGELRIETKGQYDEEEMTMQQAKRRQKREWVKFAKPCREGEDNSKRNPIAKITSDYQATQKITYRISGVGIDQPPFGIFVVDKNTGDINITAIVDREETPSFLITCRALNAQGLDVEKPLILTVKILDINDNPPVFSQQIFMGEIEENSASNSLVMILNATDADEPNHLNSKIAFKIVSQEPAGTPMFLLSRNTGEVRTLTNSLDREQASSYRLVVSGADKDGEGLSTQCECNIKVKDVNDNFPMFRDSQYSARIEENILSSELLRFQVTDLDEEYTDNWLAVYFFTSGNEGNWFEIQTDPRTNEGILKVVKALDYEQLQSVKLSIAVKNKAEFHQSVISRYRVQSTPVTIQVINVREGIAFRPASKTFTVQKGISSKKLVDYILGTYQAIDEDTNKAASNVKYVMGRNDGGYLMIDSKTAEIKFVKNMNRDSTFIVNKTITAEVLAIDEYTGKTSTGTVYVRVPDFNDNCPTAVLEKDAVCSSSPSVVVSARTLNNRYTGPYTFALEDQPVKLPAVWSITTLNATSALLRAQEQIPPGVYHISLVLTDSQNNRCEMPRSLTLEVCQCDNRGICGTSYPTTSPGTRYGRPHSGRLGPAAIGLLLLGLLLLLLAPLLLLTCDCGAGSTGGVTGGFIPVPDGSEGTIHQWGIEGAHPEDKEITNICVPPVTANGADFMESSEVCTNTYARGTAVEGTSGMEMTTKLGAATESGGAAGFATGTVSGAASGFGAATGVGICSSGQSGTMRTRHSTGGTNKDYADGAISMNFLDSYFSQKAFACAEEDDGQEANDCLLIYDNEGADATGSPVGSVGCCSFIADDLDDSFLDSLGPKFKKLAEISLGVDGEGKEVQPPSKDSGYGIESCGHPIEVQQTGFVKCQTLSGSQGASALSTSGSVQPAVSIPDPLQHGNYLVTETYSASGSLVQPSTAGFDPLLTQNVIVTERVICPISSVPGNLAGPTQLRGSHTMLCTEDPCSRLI
# Arrestin-AP2 inh: human beta-arrestin and AP2 interaction inhibition. FITC-arrestin peptide / GST-AP2 beads, flow cytometry; AP2 beta2 appendage carries R879A mutation. inhibition, % at 10 µM. 0.31% of 340,000 active. AID 504490;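 active means inhibition above a set limit, near 3 SD of compounds lacking own fluorescence, cut at about 54% in these data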;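 further: plate controls were DMSO wells for no effect and 5 µM unlabelled arrestin peptide for full effect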
#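 System: GST-tagged AP2 beta2-adaptin appendage (R879A) on 4 µm glutathione beads / Reagent: FITC-arrestin peptide, 50 nM / Detection: HyperCyt-sampled flow cytometry, FL1 channel, ex 488/em 535 nm / Timing: 12 min plus 1 h, RT / Buffer or medium: PBS plus Tween 20 (0.05%) and BSA (0.1%)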
# AddAB inh: less growth of phage-infected E. coli with AddAB; E. coli expressing H. pylori AddAB, absorbance growth; inhibition, % at 11.9 µM; 0.29% of 330,000 active; AID 435030; in the data active means inhibition above about 12%;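 further: 0% = vehicle wells of infected cells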
# PKA-R1A activ: activators of PKA-R1A complex; P00514+P68181; PKA-R1A dissociation, Cy5-IP20 fluorescence polarization; scaled: DMSO 0%, 113 µM cGMP 100%; activation, % at 11.4 µM; 0.083% of 340,000 active; AID 504707;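 active means percent activation above the mean of all tested compounds plus 3 SD, cut at about 19% in these data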;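 further: higher means more PKAc released from R1A so a rise in polarization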
# Active calls of the source: *; x = no result given.
SMILES,phage Ecoli inh,Mot1-301 SUMO,OPRM1-OPRD1 ag,OPRM1-OPRD1 inv,Tat export inh,PfHsp90 set2,E coli growth,Pemphigus Ab inh,Arrestin-AP2 inh,AddAB inh,PKA-R1A activ
CC(C)(C)OC(=O)N1CCC(c2cc(=O)n3[nH]cc(C(=O)NC4CCCC4)c3n2)CC1,1.1,-4,1.3,-8,1,4,-0.1,99,2,0.2,3
Cn1c(CC(=O)Nc2ccccc2Cl)nnc1SCC(=O)NC1=NCCS1,2.9,204,-0.9,6,-11,22,2.6,x,-2,4.7,-9
COc1cc(OC)cc(-c2nc3ccccc3s2)c1,2.0,11,8.3,-44,3,12,-0.5,105,9,3.0,0
CSc1nc(N)nc2c1ncn2CC(=O)N1CCN(c2ccccn2)CC1,3.9,-18,x,x,-8,-23,-0.4,100,4,2.7,3
CC(C)C(=O)NCC(c1ccc2c(c1)OCO2)N1CCOCC1 (stereo unspecified),2.4,-15,-1.1,5,-3,-5,1.7,104,-4,3.4,1
CC1(C)CC(=O)C(C=NCCN2CCN(C(=S)NC3CCCCC3)CC2)=C(O)C1,3.2,-5,-3.4,18,2,0,0.7,98,15,3.5,-8
Cc1ccc(NC2=NC(C(=O)Nc3ccc(C)c(C)c3)CC(=O)N2)cc1 (stereo unspecified),-0.8,-6,-3.7,19,2,-6,-4.2,103,29,2.4,-4
O=C(Cn1cnc2cc([N+](=O)[O-])ccc2c1=O)Nc1cccc2ccccc12,3.2,-19,4.4,-23,-4,8,-2.4,86,1,2.7,6
Nc1nc(N2CCN(C/C=C/c3ccccc3)CC2)nc2ccccc12,3.9,0,3.0,-13,-1,-18,-1.7,x,-6,1.1,11
CCOC(=O)N1CCN(C(=O)CSc2ccc(-c3ccncc3)nn2)CC1,1.7,9,-1.1,5,-10,-28,0.9,118,-22,1.4,0
Cc1ccc(NCc2nnc(SCC(=O)Nc3ncc(C)s3)n2Cc2ccco2)c(C)c1,1.0,x,1.7,-10,-11,x,-2.6,x,3,1.5,-4
Cc1c([N+](=O)[O-])c(N)nn1C,3.7,-29,-2.2,11,-6,-4,0.3,103,-13,5.9,-11
Cc1ccc(C)c(S(=O)(=O)n2cnc3ccccc32)c1,-0.5,439*,-1.9,11,14,-12,0.7,100,18,0.8,-10
CCOC(=O)c1cnc(-c2ccccc2)nc1Oc1ccc(Cl)cc1,0.8,-12,-2.2,10,1,-13,1.0,96,-5,0.3,6
CC(C)CNC(=O)C1CCN(c2ccc(S(=O)(=O)N3CCOCC3)cc2Cl)CC1,3.6,1,-0.6,3,-1,7,-0.2,100,33,0.0,-1
CSc1ccccc1C(=O)NCc1ccc(C)cc1,3.5,-33,-0.2,1,-1,-12,-1.3,102,29,4.6,-8
Cc1ccc2nc(C3CCN(S(=O)(=O)c4ccc5ccccc5c4)CC3)[nH]c2c1,3.1,-10,0.2,-1,-8,-12,2.3,105,8,0.6,6
Nc1nc(SCc2nc(-c3ccccc3)no2)[nH]c(=O)c1-c1ccccc1,5.4,-4,2.3,-13,6,-8,-2.6,100,11,-0.6,3
COc1ccccc1CN1CCCCC1C(=O)O (stereo unspecified),4.9,6,-1.0,6,-4,-2,-2.2,102,1,-0.1,7
Cn1c(=O)[nH]c(=O)c2c1[nH]c(=S)n2Cc1ccccc1,3.1,14,-0.6,3,-4,-6,0.0,99,-5,0.4,-16
O=C(CSc1nc2ccccc2nc1N1CCCCC1)Nc1ccc(F)cc1,-0.5,4,6.0,-35,-7,4,-0.9,99,2,0.0,-2
CC[C@]1(C(=O)OC)[C@H]2C(=O)N(C)C(=O)[C@H]2[C@H]2CN=C(SCC3CC3)N21,3.7,x,-2.4,12,-3,30,-0.4,97,-4,0.4,-1
COC(=O)c1cncc(C)c1,-0.4,-4,-1.3,7,-5,-14,-2.4,94,10,-0.5,-3
COc1cc(/C=N/Nc2nc(N3CCCC3)nc(N3CCCC3)n2)ccc1OCc1ccccc1F,3.9,447,x,x,5,9,0.5,97,8,1.9,x
N#CCCn1cc(C(=O)Nc2ccccc2Br)c(-c2cc3ccccc3o2)n1,2.0,8,-0.4,2,7,-4,-1.0,108,-1,-1.5,3
O=C1CCCN1CCCNCCCn1cnc2c(OCc3ccccc3)ncnc21,0.6,x,-2.9,14,-8,-7,x,99,9,x,-3
COc1ccc(NC(=O)C2=NN(C3CCS(=O)(=O)C3)C(=O)CC2)cn1 (stereo unspecified),3.4,6,-1.4,7,3,-19,-1.5,98,-13,2.5,-3
COc1ccc(OC)c(NC(=O)CSc2nn3c(=O)c(C)nnc3s2)c1,2.6,-11,-1.6,8,-5,-17,1.5,96,2,3.9,-5
CN(C)CC#CCC(O)(c1ccccc1)c1ccccc1,0.4,11,-3.5,17,-3,11,1.7,x,-13,2.7,0
COc1ccc(C2=Nn3c(nnc3-c3cccnc3)SC2)cc1OC,1.1,-12,-0.8,4,0,-17,-1.8,96,6,3.4,0

# Pulled one by one from the entries so far, 2 records:
SMILES,phage Ecoli inh,Mot1-301 SUMO,OPRM1-OPRD1 ag,OPRM1-OPRD1 inv,Tat export inh,PfHsp90 set2,E coli growth,Pemphigus Ab inh,Arrestin-AP2 inh,AddAB inh,PKA-R1A activ
COc1ccc(NC(=O)C2=NN(C3CCS(=O)(=O)C3)C(=O)CC2)cn1 (stereo unspecified),3.4,6,-1.4,7,3,-19,-1.5,98,-13,2.5,-3
CN(C)CC#CCC(O)(c1ccccc1)c1ccccc1,0.4,11,-3.5,17,-3,11,1.7,x,-13,2.7,0

# (next part)
SMILES,phage Ecoli inh,Mot1-301 SUMO,OPRM1-OPRD1 ag,OPRM1-OPRD1 inv,Tat export inh,PfHsp90 set2,E coli growth,Pemphigus Ab inh,Arrestin-AP2 inh,AddAB inh,PKA-R1A activ
Cn1cccc1-c1nc2ccccc2[nH]1,1.5,-1,-1.3,7,-2,-9,1.4,108,-16,0.4,2
CCn1cc(CNC(=S)Nc2cccc(Cl)c2C)cn1,-0.7,-14,-2.0,10,13,-13,0.2,109,7,4.6,-1
COc1ccc(-c2c/c(=N\c3nc(-c4ccccc4)c(C)s3)c3ccccc3o2)cc1O,2.0,x,-3.1,18,-3,-18,1.3,92,-8,2.1,4
COc1cc(/C=N/NC(=O)c2ccc([N+](=O)[O-])cc2Cl)cc(Br)c1O,-0.3,57,2.4,-13,-4,13,1.8,102,-21,5.0,0
O=C(CSc1nc(-c2ccco2)cc(C(F)(F)F)n1)N1CCN(Cc2ccccc2)CC1,1.0,7,2.5,-14,11,8,-3.9,103,0,-1.8,-6
Cc1ccc(-c2cc(C(=O)N3CCN(c4ccccc4O)CC3)c3ccccc3n2)cc1,4.1,4,8.6,-58,16,-29,1.0,105,28,1.9,-7
COc1cc(/C=C(/C#N)C(=O)Nc2cc(C(F)(F)F)ccc2Cl)ccc1OCC(=O)Nc1cccc(C(F)(F)F)c1,1.5,x,-2.1,11,5,-8,x,93,37,x,8
COCCNC(=O)CN(C(=O)CCC(=O)Nc1ccccn1)c1ccc(OC)cc1,1.8,0,1.2,-6,2,-3,0.5,116,-16,3.2,7
COC(=O)C1=C(C)n2nnnc2NC1c1ccc(Cl)cc1 (stereo unspecified),1.1,2,-2.0,8,-2,8,1.2,110,3,0.3,-5
Cc1ccccc1N(C=O)c1ccccc1C,1.8,x,-2.2,11,-3,x,x,93,5,x,-5
Nc1scn[n+]1Cc1cccc2cccnc12,0.8,x,0.8,-4,0,1,-0.3,129,-1,2.5,5
Cn1c(Cn2c(=O)sc3ccccc32)nnc1SCC(=O)NC1CCCC1,0.9,-13,0.8,-4,3,-7,-1.2,113,8,1.4,-8
Cc1cc(C)c(NC(=S)NC(=O)c2ccc(-c3ccccc3)cc2)c(C)c1,4.2,-14,0.9,-5,-9,-25,2.1,41*,7,-0.6,1
COc1ccc(-n2nc(C(=O)NCc3ccco3)c3ccccc3c2=O)cc1,2.6,12,-2.8,16,-3,x,2.6,126,-9,2.3,-9
O=C(Nc1c(Cl)cc(Cl)cc1C(=O)NCC1CCCO1)c1ccco1 (stereo unspecified),-2.3,330,0.5,-3,2,-5,-1.6,103,-2,0.2,-18
Cc1cccc(/C=N/NC(=O)CN2CCCCCCC2)c1,3.5,-18,-1.3,7,-8,8,1.1,108,4,0.7,-10
NC(=O)c1c(NC(=O)C2c3ccccc3Oc3ccccc32)sc2c1CCCCC2,0.1,-20,-2.1,11,1,0,0.0,126,29,1.4,-8
N#Cc1ccsc1NC(=O)CN1CCN(S(=O)(=O)c2ccccc2C(F)(F)F)CC1,4.0,1,-0.3,2,0,4,1.4,100,4,4.0,1
CCOC(=O)c1cc(-c2ccco2)nc2c1c(C)nn2-c1cccc(Cl)c1,2.2,-12,-0.4,2,-18,10,0.2,x,12,-0.8,-4
Cc1cccc(-n2c(=S)[nH]c3nc4c(cc3c2=O)COC(C)(C)C4)c1,-1.3,0,x,x,x,x,0.0,87,11,1.2,x
Cc1ccc(NC(=O)CSc2ncccn2)cc1S(=O)(=O)N1CCOCC1,0.6,-21,-0.4,2,-5,7,0.8,101,2,0.0,-8
CC(NC(=O)CN1C(=O)NC2(CCCC2)C1=O)c1ccc(Cl)cc1Cl (stereo unspecified),1.1,-11,-2.1,10,-1,21,0.9,x,40,-0.3,-5
COc1cc(C2C(C#N)=C(N)Oc3cc(C)n(CCN4CCOCC4)c(=O)c32)cc(OC)c1OC (stereo unspecified),-0.2,x,-1.9,11,0,-9,3.1,109,-3,1.1,3
O=C(NCCCN1CCN(Cc2ccccc2Cl)CC1)Nc1ccccc1,-0.6,-1,-2.1,9,3,-6,-1.6,110,-9,-0.9,-5
COCCCNC(=S)N1CCN(c2nc(-c3ccccc3)cs2)CC1,1.6,12,0.1,-1,3,-26,2.2,99,-7,1.6,0
O=C(CCc1nc2ccccc2s1)OCC(=O)N1CCN(C(=O)c2ccco2)CC1,1.9,112,-1.0,6,-3,22,-1.4,x,12,-0.8,-4
O=C(OCCN=C1NS(=O)(=O)c2ccccc21)c1ccccc1,2.6,6,4.6,-27,-1,x,-2.7,x,-5,3.4,-6
O=C(Nc1ccc([N+](=O)[O-])cc1)/C(=C/c1cccc([N+](=O)[O-])c1)NC(=O)C1CCCCC1,0.3,1,3.0,-17,-1,7,-2.5,95,11,0.8,5
Cc1cccc2cc(CN(CCN(C)C)C(=S)NCc3ccco3)c(=O)[nH]c12,0.0,-3,-0.4,2,0,9,-2.6,104,16,1.7,-1
COc1ccccc1C(=O)NC(CCSC)C(=O)NCCCSc1ccccc1 (stereo unspecified),0.6,243,0.6,-4,3,-4,-0.6,99,-11,-0.9,-2
C=CCOC(=O)C1=C(C)N=c2s/c(=C3\C(=O)N(CC(=O)O)c4ccccc43)c(=O)n2C1c1ccc(OC)cc1 (stereo unspecified),0.3,16,0.0,0,-3,-25,-2.7,100,7,0.4,-2
O=C(N1CCOCC1)N1CCc2ccccc21,0.3,-1,-3.7,17,0,-10,2.7,102,7,-2.5,-6
